Efa HMGR inh: inhibitors of class II HMG-CoA reductase from Enterococcus faecalis; 190,000 tested, 0.41% active; AID 1066; purified E. faecalis HMGR, NADPH absorbance 340 nm kinetic; inhibition, % at 10 µM;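 active means inhibition above a set limit, the median over all tested compounds plus 3 SD, cut at about 9.5% in these data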;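 further: enzyme runs in reverse so mevalonate oxidation gives rising NADPH absorbance; 0% = complete reaction with DMSO and 100% = background rate lacking mevalonate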
TNAP inh no acc: blocks human TNAP activity with no phosphate acceptor present; purified TNAP, CDP-star luminescence, 30 min; inhibition, % at 20 µM; 200,000 tested, 0.26% active; AID 1012;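 active means tissue-nonspecific alkaline phosphatase inhibition above about 50% at 20 µM in the single-dose screen, limit read from the data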;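 further: 0% = DMSO negative control and 100% = EDTA positive control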
Target sequence (P05186 whole entry, looked up): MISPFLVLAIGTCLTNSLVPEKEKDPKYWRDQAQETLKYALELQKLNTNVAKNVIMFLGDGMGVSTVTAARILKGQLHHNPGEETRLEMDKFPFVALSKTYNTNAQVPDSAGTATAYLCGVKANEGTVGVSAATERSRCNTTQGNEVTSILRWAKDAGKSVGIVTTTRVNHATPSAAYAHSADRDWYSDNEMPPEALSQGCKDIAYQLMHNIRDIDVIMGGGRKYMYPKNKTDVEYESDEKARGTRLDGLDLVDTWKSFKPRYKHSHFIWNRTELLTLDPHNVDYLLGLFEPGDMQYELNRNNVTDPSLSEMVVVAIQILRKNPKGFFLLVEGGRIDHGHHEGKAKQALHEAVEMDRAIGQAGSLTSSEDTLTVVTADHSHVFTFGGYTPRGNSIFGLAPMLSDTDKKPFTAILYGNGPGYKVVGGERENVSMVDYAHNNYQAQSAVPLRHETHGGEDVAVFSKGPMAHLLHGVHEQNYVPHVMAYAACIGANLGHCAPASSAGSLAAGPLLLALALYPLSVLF
TNAP act hiacc: TNAP (human) activation, high acceptor | P05186 | purified TNAP, CDP-star luminescence, 1 M DEA, 30 min; active compounds read high; 0 = EDTA background, 1 = DMSO-only activity | activation factor at 20 µM | 200,000 tested, under 10 active;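 active means activation factor at least 2 at 20 µM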
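Test system – human TNAP · Doses – 20 µM single point · Incubation – 30 min, room temperature · Signal – luminescent substrate turnover signal · Read-out basis – activation factor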
TNAP inh hiacc: blocks human TNAP under high phosphate acceptor concentration; P05186; purified TNAP, CDP-star luminescence, 1 M DEA; inhibition, % at 20 µM; 200,000 tested, 0.03% active; AID 1135;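 active means over 50% inhibition of tissue-nonspecific alkaline phosphatase at 20 µM in the single-dose screen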;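 further: plate controls were DMSO wells for no effect and EDTA-quenched wells as full inhibition for full effect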
Diaph act CS: diaphorase activation or chemical reduction counter-screen. Diaphorase/resazurin coupled assay, resorufin fluorescence, 16 min; active compounds read high; 1 = vehicle wells, 0 = NADH-free wells. activation factor at 20 µM. 190,000 tested, 0.005% active;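 active means diaphorase activity raised at least twofold by the compound at 20 µM; inactive means activation factor below 2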
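test system = bacterial diaphorase enzyme (C. kluyveri) | quantity = enzyme 0.07 U/mL final | reagent = NADH substrate 0.114 mM plus resazurin dye 0.1 mM, final | incubation = 16 min enzyme reaction, ambient temperature | buffer or medium = HEPES pH 7.4 buffer with MgCl2 and Tween 20 | signal = fluorescence of resorufin, 544 nm excitation, 590 nm emission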
Diaph inh CS: inhibits diaphorase or chemically oxidizes, flagging diaphorase assay artifacts | AID 1217 | diaphorase resazurin-to-resorufin fluorescence, NADH, 16 min; bacterial (C. kluyveri) enzyme, not human | inhibition, % at 20 µM | 190,000 tested, 0.69% active;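 active means primary screen inhibition at 20 µM above a set limit, cut at about 50% in these data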;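 further: plate controls were DMSO with full reaction for no effect and wells lacking NADH for full effect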
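Benchmarks: positive control wells lacking NADH, neutral wells with DMSO only. System: bacterial diaphorase enzyme (C. kluyveri). Input: 0.14 U/mL diaphorase, enzyme working solution. Detection: resorufin fluorescence, excitation 544 nm, emission 590 nm. Times: 16-min room-temperature incubation before reading.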
G6PDH CS: counter-screen for G6PDH assay hits: L. mesenteroides G6PDH inhibition | Purified L. mesenteroides G6PDH, diaphorase/resazurin coupled fluorescence, 45 min | 200,000 tested, 0.12% active | inhibition, % at 5 µM; in the data active means inhibition above about 50%
PMI act: increases human mannose-6-phosphate isomerase activity | purified human PMI, coupled resazurin fluorescence, 20 min; active compounds read high; 1 = vehicle control, 0 substrate-free wells | activation factor at 20 µM | 190,000 tested, 0.005% active;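 active means activation factor of 2 or more at 20 µM, relative to plate controls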
FLuc stim CS: firefly luciferase counter-screen for stimulation assays; P08659; ATPlite luciferase biochemical, luminescence, 10 min; 0 = ATP-free wells, 1 = DMSO control; activation factor at 10 µM; 200,000 tested, under 10 active; AID 1027;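 active means luciferase activation factor, scaled between plate controls, of at least 2 with compound at 10 µM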
Target sequence (P08659 whole entry, looked up): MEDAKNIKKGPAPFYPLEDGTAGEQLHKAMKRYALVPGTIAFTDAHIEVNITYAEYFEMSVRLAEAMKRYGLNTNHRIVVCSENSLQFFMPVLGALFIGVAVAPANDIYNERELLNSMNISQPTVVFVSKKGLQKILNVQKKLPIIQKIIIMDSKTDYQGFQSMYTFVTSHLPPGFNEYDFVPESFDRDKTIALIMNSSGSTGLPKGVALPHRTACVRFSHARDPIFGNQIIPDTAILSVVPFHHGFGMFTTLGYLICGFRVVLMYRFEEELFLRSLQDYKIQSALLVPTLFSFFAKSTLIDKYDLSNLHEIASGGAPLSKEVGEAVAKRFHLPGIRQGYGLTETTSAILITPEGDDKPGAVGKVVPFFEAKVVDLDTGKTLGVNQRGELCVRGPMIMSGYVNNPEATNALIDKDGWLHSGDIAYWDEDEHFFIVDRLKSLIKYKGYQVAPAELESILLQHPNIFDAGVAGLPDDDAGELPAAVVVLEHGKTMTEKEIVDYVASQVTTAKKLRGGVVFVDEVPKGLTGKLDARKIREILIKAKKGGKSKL
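Assay system: Luciferase/luciferin detection reagent, cell-free biochemical luciferase assay / Also added: ATP substrate / Schedule: 10 min at ambient temperature / Measured by: luminescence measurement of luciferase light output / Benchmarks: low control with PBS replacing ATP, high control enzyme plus ATP without compound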
PMI act hi M6P: increases human PMI activity with near-saturating mannose 6-phosphate; coupled PMI enzyme assay, resazurin fluorescence, 20 min; active compounds read high; 1 = untreated enzyme, 0 = substrate-free blank; AID 1216; 190,000 tested, 0.34% active; P34949; activation factor at 20 µM;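 active means activation factor of 2 or more at 20 µM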
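Material: human phosphomannose isomerase with PGI, G6PDH, diaphorase coupling enzymes; amount: PMI at 15 ng/mL final; also added: Mannose-6-phosphate 1.0 mM (near-saturating) plus 0.22 mM NADP+; incubation: enzyme reaction with compound 20 min at room temperature; signal: resorufin fluorescence (Ex 544/Em 590 nm) from resazurin via diaphorase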
* hit, by the source's call; · = no result given.

SMILES	Efa HMGR inh	TNAP inh no acc	TNAP act hiacc	TNAP inh hiacc	Diaph act CS	Diaph inh CS	G6PDH CS	PMI act	FLuc stim CS	PMI act hi M6P
CCOC(=O)c1c(NC(=O)c2nc3n(n2)C(C(F)F)CC(C)N3)sc2c1CCCC2 (configuration not stated)	-4	9	1.1	-6	1	3	11	1	1	1.1
COC(=O)CCSc1nccn1Cc1ccccc1	-6	-14	1.1	-6	0.9	13	-2	1	1	1
NC(=O)c1nsc(C(=O)N(c2cccc(F)c2)C(C(=O)NCC2CCCO2)c2cccs2)c1N (configuration not stated)	-1	-8	1	0	0.9	10	4	1	1.1	1
COc1cccc(NC(=O)c2cnsn2)c1	-3	-16	1	-2	1	-5	11	1	1	1.1
CC(Sc1nnc(-c2cccs2)n1-c1ccccc1)C(=O)NCc1ccc2c(c1)OCO2 (configuration not stated)	-2	-21	1.1	-6	0.9	7	5	1	1.1	1
CN(/C(=N/S(=O)(=O)c1ccccc1)c1ccccc1)S(=O)(=O)c1ccccc1	-5	-13	1	-1	0.9	12	18	0.9	1	1
COc1ccccc1NC(=O)N(Cc1ccc2c(c1)OCO2)Cc1nc2ccccc2c(=O)[nH]1	-1	-8	1.1	-6	0.8	23	-1	0.9	1.1	0.8
CC1CCc2c(C(=O)NCCCN3CCOCC3)csc2C1 (configuration not stated)	-3	8	1.1	-7	1.2	-24	13	1.1	1	1.2
CC1Cc2ccccc2N1C(=O)NC1CC(=O)N(c2ccc3c(c2)OCCO3)C1 (configuration not stated)	-1	-9	1	-4	0.9	6	4	1.1	1	1.1
N#Cc1c(-c2ccc(F)cc2)noc1N	-1	-14	1	0	0.9	14	2	0.9	1	0.9
CC(C)Oc1ccc(C2NC(=O)NC2=O)cc1 (configuration not stated)	0	-13	1.1	-7	1	1	-2	1	1	1.1
Cc1cccc(C(=O)Nc2nnc(Cc3c[nH]c4ccccc34)s2)c1	·	-11	1	-2	0.8	19	0	1	1.1	0.9
CCN(CC)CCNC(=O)C12CC3CC(CC(C3)C1)C2	-2	-17	1	-1	1	2	2	1.1	1.1	1
CCCC(=O)c1ccc(N2CCN(C(=O)c3ccc(Br)cc3)CC2)c(F)c1	-5	-10	1	-5	1	4	2	1	1	1
C#Cc1ccc(C(=O)Nc2ccc(N3CCC(C)CC3)c(C(N)=O)c2)cc1	-6	-5	1	-3	1.1	-7	3	1	1	1
C=CCOCCN(C)C1=NS(=O)(=O)c2cc([N+](=O)[O-])ccc21	2	-11	1	-3	0.9	14	4	1	1.1	0.9
COc1ccc2cc(CCNC(=O)CC(C)(C)C)c(=O)[nH]c2c1	-5	-12	1.1	-5	0.9	6	0	1.1	1.1	1.2
CCOc1ccc(CC(=O)N2CCN=C2SCc2ccc([N+](=O)[O-])cc2)cc1	-5	2	1	3	0.8	23	1	0.8	1	0.9
CN1CCN(c2ccc(S(=O)(=O)N3CCCCC3)cn2)CC1	2	20	1.1	-6	0.9	8	14	1.1	1.1	1.1
O=C(NCCCN1CCN(Cc2ccccc2)CC1)C1CCN(S(=O)(=O)N2CCC3(CC2)OCCO3)CC1	-1	-13	1.1	-6	0.9	5	0	1	1.1	1

Part of the list above, reduced to TNAP inh no acc and Diaph act CS:
| smiles | TNAP inh no acc | Diaph act CS |
| --- | --- | --- |
| COc1ccc2cc(CCNC(=O)CC(C)(C)C)c(=O)[nH]c2c1 | -12 | 0.9 |
| CCOc1ccc(CC(=O)N2CCN=C2SCc2ccc([N+](=O)[O-])cc2)cc1 | 2 | 0.8 |
| CN1CCN(c2ccc(S(=O)(=O)N3CCCCC3)cn2)CC1 | 20 | 0.9 |

The listing picks up; the 2 compounds before the break are reprinted first.
SMILES	Efa HMGR inh	TNAP inh no acc	TNAP act hiacc	TNAP inh hiacc	Diaph act CS	Diaph inh CS	G6PDH CS	PMI act	FLuc stim CS	PMI act hi M6P
CN1CCN(c2ccc(S(=O)(=O)N3CCCCC3)cn2)CC1	2	20	1.1	-6	0.9	8	14	1.1	1.1	1.1
O=C(NCCCN1CCN(Cc2ccccc2)CC1)C1CCN(S(=O)(=O)N2CCC3(CC2)OCCO3)CC1	-1	-13	1.1	-6	0.9	5	0	1	1.1	1
CCOC(=O)C1=C(C)NC(=O)C(C(N)=O)C12CCCC2 (configuration not stated)	-11	-14	1.1	-7	0.9	11	1	0.9	1	1
CCOC(=O)c1cc2oc(C(c3nnnn3C3CCCCC3)N3CCOCC3)cc2[nH]1 (configuration not stated)	-1	-3	1	-3	0.8	20	11	1	1.1	0.9
CCCC(=O)Nc1c(-c2ccccc2)c(=O)c(C)nn1-c1ccc(Cl)cc1	-5	-18	1	-1	0.9	6	-1	1	1	1
CCOC(=O)C1(S(=O)(=O)c2ccc(Cl)cc2)CCN(Cc2ccccc2)CC1	4	-2	1	3	0.8	17	7	0.9	1	0.9
Cn1c(=O)[nH]c(=O)c2c1nc(CN1CCN(c3cccc(Cl)c3)CC1)n2CCc1ccccc1	-1	-6	1	-1	0.9	15	1	0.9	1.1	1
Clc1ccc2nc(-c3ccccn3)c(Nc3ccc4c(c3)OCO4)n2c1	-4	-9	1	0	0.9	5	-7	1	1	1.1
CC(Oc1ccccc1)C(=O)NC1CCN(Cc2ccccc2)CC1 (configuration not stated)	6	-7	1	4	0.9	10	-10	1	1	1
CSCCC(NC(N)=O)C(=O)NCc1cccc(Cl)c1 (configuration not stated)	-4	-10	1	-3	0.9	13	7	0.9	1	0.9
O=c1oc2cc(O)c(Cl)cc2c2ccccc12	-4	-6	1	1	0.9	11	9	0.9	1	0.9
Cc1ccc(S(=O)(=O)C2(C(=O)Nc3ccc(C(C)C)cc3)CC2)cc1	-1	-6	1	-1	0.8	20	5	0.8	1	0.9
CCOC(=O)c1c(-c2ccccc2)n(C)c2ccc(O)cc12	-6	-14	1	-3	0.7	30	-1	0.9	1.1	0.9
CCOc1ccc(NC(=O)CN(C2CCCCC2)S(C)(=O)=O)cc1	-3	-11	1.1	-5	1	-5	3	1	1	1
Cc1nc(NCCCN2CCOCC2)c2oc3ccccc3c2n1	-3	-4	1	-3	1.1	-10	-2	1.4	1.1	1.4
Cc1ccnc(NC(=O)/C=C/c2ccccc2Cl)c1	-2	-7	1.1	-6	0.9	9	-1	1.1	0.2	1.2
CCOc1cc(NC(=O)c2ccccn2)c(OCC)cc1NC(=O)c1ccc(C)cc1	13*	-2	1	4	·	·	16	·	1	·
COC(=O)c1nn(-c2ccccc2)c(Cl)c1/C=N/OCc1ccc(C)cc1	-3	-2	1	0	0.9	14	-1	0.9	1	0.8
O=C1Nc2ccc(NS(=O)(=O)c3cccs3)c3cccc1c23	-9	1	0.9	6	0.7	34	40	0.7	1	0.3
COc1ccc(C(C(C(=O)c2ccco2)N2CCOCC2)N2CCOCC2)cc1 (configuration not stated)	-1	-10	1	0	0.8	16	-16	0.9	0.9	1
CCOc1ccccc1NC(=O)C1CCC(CNc2c(N3CCOCC3)c(=O)c2=O)CC1 (configuration not stated)	2	-6	1	1	1	0	-2	1	1	0.9
C1CCC(C23CC4CC(CC(C4)C2)C3)NC1 (configuration not stated)	9	-9	1	-4	1	1	1	1.1	1.1	1.1
COc1ccc(CCN2CC(C(=O)NCCc3ccccc3)CC2=O)cc1OC (configuration not stated)	1	-10	1	2	0.9	5	4	1	1	1.1
CCCNC(=S)N1CCN(C)CC1	-3	-11	1	-2	1	3	-6	0.9	1	1.1
Cc1cccc(OCC(O)CN2C(C)(C)CC(O)CC2(C)C)c1C (configuration not stated)	-11	-5	1	-5	0.9	6	18	0.9	1	0.9
c1coc(-c2nc3c([nH]2)CCc2nonc2-3)c1	-3	-6	1	-2	0.8	23	-2	0.9	1	1
COc1ccc(C(=O)N/C(=C\c2ccc3c(c2)OCO3)C(=O)Nc2cccc(C(=O)O)c2)cc1	1	-3	1	-2	0.8	16	2	0.9	1.1	0.9
COc1ccc2c(c1)C(C)CC(C)(C)N2C(=O)CSc1nc2ccccc2s1 (configuration not stated)	-1	10	1	-3	0.8	15	6	1	1.1	0.9
CCn1c(/C=C/c2ccccc2)nc2ccccc2c1=O	-3	-9	1.1	-6	0.9	7	6	1	1	1
Cc1nc(Cl)c(C(=O)NCCC(C)C)c(C)c1[N+](=O)[O-]	-6	-11	1	-2	0.8	16	-5	0.9	1.1	0.9
CCOC(=O)C1(CCOc2ccccc2)CCN(C(=O)c2cncs2)CC1	-3	-3	1.1	-12	1.2	-20	15	1.1	1	1
COCC(=O)NC(c1ccccc1)c1ccccc1	-3	-17	1.1	-7	0.9	15	-10	0.9	1.1	0.9
CN(Cc1ccccc1)C(=O)c1nc2ccccn2c1CNCCn1cccn1	0	-3	1	-1	1.1	-10	21	1.3	1	1.3
CCN(CC)S(=O)(=O)c1ccc(C(=O)Nc2ccc3c(c2)OCO3)cc1	1	-16	1	-2	0.9	5	1	1.2	1.1	1
Nc1cc(N)nc(SCc2nnnn2-c2ccc(Cl)cc2)n1	-3	-11	1.1	-6	1	5	2	1	1	0.9
Cc1cc(/C=C2/C(=O)N(C)C(=S)N2C)ccc1N1CCCC1	-2	35	0.6	36	0.8	17	2	0.8	0.8	0.8
CCOCCCNC(=O)C(NC(=O)c1ccc(NC(C)=O)cc1)c1ccc(C)cc1 (configuration not stated)	1	-28	1	-2	0.9	12	15	0.8	1	0.9
COc1ccc(-n2cnc3c(sc4nccc(N(C)C)c43)c2=O)cc1	3	-7	1	-4	0.9	11	-2	1	1	1
COc1cc2cc3c(N)c(C(=O)Nc4sc(C)c(C)c4C#N)sc3nc2cc1OC	-6	17	1	3	0.7	32	6	0.8	1.1	0.5
CC1(C)NC(=O)N(CC(O)CN2C(=O)CCC2=O)C1=O (configuration not stated)	1	-10	1	-2	1	1	4	1	1	1.1
CCOc1ccc(C(C)=O)cc1CN1C(=O)C(=O)N(CC)C1=O	-3	-4	1	-2	1	-2	2	1.2	1.1	1.1
CCNc1nc(Oc2ccc(OC)cc2)cc(C(F)(F)F)n1	3	-5	1	-1	0.9	13	-1	0.9	1.1	0.9
Cc1ccc(S(=O)(=O)N(C)c2ccc(OCC(=O)O)cc2)cc1	0	-5	1	1	0.9	8	2	1	1	1

Screening data as filed in PubChem.
